# Screening data (PubChem BioAssay)
# TEAD-YAP block = TEAD-YAP interaction inhibition | HEK-TIYL cells, TEAD-Gal4/YAP UAS-luciferase luminescence | inhibition, % at 9.12 µM | 1.4% of 640,000 active; in the data active means inhibition above about 32%;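 further: 0% = median of test compound wells and 100% = reference inhibitor wells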
# MITF primary = blocks human microphthalmia-associated transcription factor; 0.91% of 650,000 active; AlphaScreen MITF homodimerization, bead proximity signal; inhibition, % at 2.6 µM; in the data active means inhibition above about 50%;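 further: 0% = vehicle wells with protein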
# FBW7 activator = activators of human E3 ligase FBW7; normalized activity (activation), % at 26.1 µM; Q969H0; AlphaScreen FBW7–phospho-cyclin E peptide binding, activator screen; 0.13% of 650,000 active; in the data active means normalized activity above about 1.9%;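 further: purified mutant Fbw7 with reduced substrate affinity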
# Target sequence (Q969H0 whole entry, looked up): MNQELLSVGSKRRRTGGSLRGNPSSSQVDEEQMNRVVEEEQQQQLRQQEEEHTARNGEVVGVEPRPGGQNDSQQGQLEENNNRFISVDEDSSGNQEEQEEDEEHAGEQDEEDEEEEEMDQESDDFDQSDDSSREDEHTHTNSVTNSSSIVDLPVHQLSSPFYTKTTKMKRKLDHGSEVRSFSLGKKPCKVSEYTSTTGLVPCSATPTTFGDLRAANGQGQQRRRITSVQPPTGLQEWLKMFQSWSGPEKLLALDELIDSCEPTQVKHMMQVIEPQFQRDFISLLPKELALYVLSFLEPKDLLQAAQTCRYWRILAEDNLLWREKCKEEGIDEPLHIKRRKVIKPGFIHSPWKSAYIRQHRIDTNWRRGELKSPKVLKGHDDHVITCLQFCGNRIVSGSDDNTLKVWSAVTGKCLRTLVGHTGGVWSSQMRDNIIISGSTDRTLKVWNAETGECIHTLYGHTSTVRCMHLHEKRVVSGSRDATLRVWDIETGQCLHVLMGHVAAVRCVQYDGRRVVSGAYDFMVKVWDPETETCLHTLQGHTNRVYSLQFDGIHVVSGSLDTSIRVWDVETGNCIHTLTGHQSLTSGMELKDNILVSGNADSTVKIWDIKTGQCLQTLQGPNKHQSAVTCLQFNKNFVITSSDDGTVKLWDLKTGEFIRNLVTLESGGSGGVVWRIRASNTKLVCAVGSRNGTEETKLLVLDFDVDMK
# GPR151 ag = activates the human receptor GPR151; PathHunter beta-arrestin GPR151 cells, luminescence; activation, % at 11.2 µM; 1% of 650,000 active; AID 1508602; in the data active means activation above about 4.9%;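 further: 0% = median of compound wells and 100% = cells with positive control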
# * marks the source's active call; other numbers are inactive results; & = joins results of further samples.
Structure	MITF primary	GPR151 ag	TEAD-YAP block	FBW7 activator
O=C(O)COc1ccc(/C=C2/C(=O)NC(=O)N(CCC3=CCCCC3)C2=O)cc1	11	-1.0	-7	-0.9
CC(=O)Nc1ccc2nc(NC(=O)c3ccc(C)cc3)sc2c1	5	-0.2	-53	-0.1
O=C(NCc1nnc(SCC(=O)N2N=C(c3cccs3)CC2c2ccc(F)cc2)n1CCc1ccccc1)c1ccccc1 (configuration not stated)	2	-1.1	-4	0.7
Cn1c(=O)c(C(=O)NNC(=O)c2ccccc2Br)c(O)c2ccccc21	5	-1.7	9	0.1
O=C(O)c1cc(Cl)c(Cl)cc1C(=O)Nc1cccc2cccnc12	18	-0.8	3	-0.1
COc1ccc(-c2noc(CN3CCCCC3c3cccnc3)n2)c(OC)c1OC (configuration not stated)	-5	2.6	-10	0.0
COc1ccc(C(=O)Nc2sc3c(c2C(N)=O)CCN(Cc2ccccc2)C3)cc1	-10	-0.6	1	0.1
Cc1ccc(C(=O)NC(C#N)=C(Cl)Cl)cc1	18	-1.7	25	0.3
CCOC(=O)N1CCN(c2cc(=O)n(-c3ccc(C)cc3)c(=O)[nH]2)CC1	0	-0.4	-10	0.0
CCC(C)n1c(SCc2ccc([N+](=O)[O-])cc2)nc2ccsc2c1=O (configuration not stated)	1	0.1	-11	-0.3
COc1ccc(NC(=O)c2ccc(F)c(S(=O)(=O)N3CCc4ccccc4C3)c2)cc1	6	-0.5	-4	-0.1
Cn1c(=O)n(C)c2cc(NC(=O)CSc3nnnn3-c3ccccc3)ccc21	7	0.6	-6	0.1
CC(=O)c1sc(N2C(=O)c3oc4ccccc4c(=O)c3C2c2ccccc2)nc1C (configuration not stated)	10	0.8	4	-0.1
O=C(Nc1ccccc1C(F)(F)F)NC1(C(=O)NCc2ccco2)CCCCC1	-2	0.1	5	0.0
CCCCCCNC(=O)c1cccnc1SCc1ccccc1Cl	2	0.8	1	0.0

# Next results follow:
Structure	MITF primary	GPR151 ag	TEAD-YAP block	FBW7 activator
NC(=O)CSc1nc(C2CC2)nc2ccccc12	14	0.8	-1	1.1
CCC(C)(C)NC(=O)CN(C(=O)CCC(=O)Nc1ccccn1)C1CCCC1	4	0.7	1	0.1
OCCC1CN(Cc2cn[nH]c2C2CCCCC2)CCN1C1CCCC1 (configuration not stated)	1	0.2	3	0.2
O=C(Cc1ccccc1[N+](=O)[O-])Nc1ccc2c(c1)OCO2	-6	-1.1	-27	0.1
c1ccc(Nc2nc(Nc3nccc4ccccc34)nc3c2ncn3-c2ccccc2)cc1	-1	0.0	-32	0.1
CCOC(=O)c1ccc(CNC2CCCN(c3nc(C)c4cc(F)ccc4n3)CC2)o1 (configuration not stated)	-3	-1.4	-6	0.0
CCOc1ccc(NC(=O)CSc2nc3ccccc3n2S(C)(=O)=O)cc1	-5	-0.9	-1	-0.1
CCC(=O)Nc1ccc(NC(=O)CSc2ncnc3c2cnn3-c2ccccc2C)cc1	-4	4.6	9	0.1
CC(C)N(CCNc1nc(N2CCN(Cc3ccc4c(c3)OCO4)CC2)nc2c1ncn2C1CCCCC1)C(C)C	13	-0.2	7	-0.1
CN1CCN(c2ccc(-c3cccc(C(=O)NCc4cccc(C(F)(F)F)c4)n3)cc2)CC1	3	-1.6	2	-0.2
CC(C)(C)n1nnnc1CN(Cc1ccco1)Cc1cc2cc3c(cc2[nH]c1=O)OCO3	6	-0.4	8	0.1
Cc1ccc(NC(=O)COc2ccc(Br)cc2Br)cc1	1	0.8	-51	0.0
O=C(c1cnn2c(C(F)(F)F)cc(-c3ccco3)nc12)N1CCN(c2cccc(Cl)c2)CC1	15	-1.2	10	0.1
CCN(CC)C(=O)c1cc(-c2ccccc2)n[nH]1	-9	-0.2	-8	-0.1
CC(=O)Nc1cccc(-c2cnc3c(Nc4cccc(C(F)(F)F)c4)nccn23)c1	16	0.6	-1	0.5

# The list goes on:
Structure	MITF primary	GPR151 ag	TEAD-YAP block	FBW7 activator
C=C(C)C1OCC2(CO1)C(C)C=C(C)CC2C (configuration not stated)	-5	4.3	6	0.0
O=C1/C(=C/c2ccc(Br)cc2)C=C(c2ccccc2)N1c1ccccc1Cl	13	0.5	-11	1.5
O=C(N/N=C/c1ccc(O)c(O)c1)c1ccc([N+](=O)[O-])cc1	14	0.0	-3	-0.1
COc1ccc(OC)c(-c2cc(C(=O)Nc3ccc(F)cc3F)no2)c1	10	-0.5	13	0.6
COc1ccc2c(c1)c(=O)c(S(=O)(=O)c1ccccc1)cn2CC(=O)Nc1ccccc1	11	0.7	-1	0.0
CC(=O)N/C(=C/c1ccccc1)C(=O)N1CCCCC1	6	-1.1	-1	0.1
CN(C)C=Nc1ccc2c(c1)OCO2	26	1.1	-6	0.0
CCCCOc1ccc(CN=C(N)N=C(N)N)cc1	7&14	-1.5&0.3	8&5	0.5&0.4
COc1cc(/C(C#N)=C/N2CCOCC2)c([N+](=O)[O-])cc1OC	11	-0.8	-2	0.0
O=C1SC(Nc2ccccc2Br)C(=O)N1c1ccccc1 (configuration not stated)	18	-0.8	4	0.1
C=CCC1c2cccc(C(=O)OC)c2C(=O)N1c1ccccc1 (configuration not stated)	6	-1.2	-8	0.3
NC(=NCCCCCCN=C(N)/N=C(\N)Nc1ccc(Cl)cc1)/N=C(\N)Nc1ccc(Cl)cc1	-24&-23	0.5&-1.3	-4	-0.2&-0.1
COc1ccc(CC(=O)N2CCN(c3ccc(-n4cccn4)nn3)CC2)cc1	27	-1.4	11	0.2
COc1ccc(NC(=O)c2sc(NC(=O)/C=C/c3ccccc3)nc2C)cc1	5	-1.3	0	-0.1
COc1cc(NC(=O)C2CCN(c3ccc(Nc4ccncn4)nn3)CC2)cc(OC)c1OC	26	2.5	0	0.0

# Part of the list above, with two lines to a compound.
# Every second line gives: MITF primary, GPR151 ag, TEAD-YAP block, FBW7 activator
> O=C1/C(=C/c2ccc(Br)cc2)C=C(c2ccccc2)N1c1ccccc1Cl
    13, 0.5, -11, 1.5
> O=C(N/N=C/c1ccc(O)c(O)c1)c1ccc([N+](=O)[O-])cc1
    14, 0.0, -3, -0.1
> COc1ccc(OC)c(-c2cc(C(=O)Nc3ccc(F)cc3F)no2)c1
    10, -0.5, 13, 0.6
> COc1ccc2c(c1)c(=O)c(S(=O)(=O)c1ccccc1)cn2CC(=O)Nc1ccccc1
    11, 0.7, -1, 0.0
> CC(=O)N/C(=C/c1ccccc1)C(=O)N1CCCCC1
    6, -1.1, -1, 0.1
> CN(C)C=Nc1ccc2c(c1)OCO2
    26, 1.1, -6, 0.0

# The results go on:
Structure	MITF primary	GPR151 ag	TEAD-YAP block	FBW7 activator
O=C(O)C1Cc2ccccc2CN1S(=O)(=O)c1ccccc1[N+](=O)[O-] (configuration not stated)	-6	-0.3	5	0.1
Cc1ccccc1CNC(=O)c1ccc(C)c([N+](=O)[O-])c1	8	0.1	3	-0.1
CCOC(=O)NC(NCc1ccc(F)cc1)(C(=O)OCC)C(F)(F)F (configuration not stated)	-3	0.6	-1	-0.1
Cc1ccc(S(=O)(=O)NCC(=O)OCC(=O)N2CCCC2=O)cc1	6	-0.3	1	0.1
Cc1nc(CCNC(=O)CC2C(=O)NCCN2CC(C)C)nc2c1CCC2 (configuration not stated)	-14	1.5	-6	0.0
COC(=O)c1sc2nc(C)ccc2c1N	-9	-0.7	-11	-0.1
Cc1ccccc1-n1cc(-c2ccccc2)nc1SCC(=O)Nc1ccccc1	21	-0.6	-1	-0.2
COc1ccc(S(=O)(=O)NC(CC(=O)NCCc2ccccc2)C(C)C)cc1 (configuration not stated)	-8	-0.2	-3	0.0
CCOC(=O)c1c(NC(=O)c2cccc(C)c2)sc(C(=O)Nc2ccccc2F)c1C	-18	1.1	4	-0.1
O=C(NCc1ccncc1)/C(=N/O)c1ccccc1	-13	-0.4	-8	0.2
C=CCN=C1SC(C)C(=O)N1S(=O)(=O)c1ccccc1 (configuration not stated)	11	-0.6	11	1.3
Cc1c(CNCc2ccccc2Cl)c(C(=O)O)c(C)n1Cc1ccccc1F	8	-0.6	0	-0.1
COc1cc(/C=N/NC(=O)Cc2ccc(C(F)(F)F)cc2[N+](=O)[O-])cc(Cl)c1O	-9	0.0	3	-0.2
Cc1ccc(OC(=O)c2cccc(S(=O)(=O)N3CCOCC3)c2)c(-n2nc3ccccc3n2)c1	10	0.3	-6	-0.1
CN(C)c1ccccc1C(=O)c1ccccc1	7	-1.2	-26	2.1*

# Following part
Structure	MITF primary	GPR151 ag	TEAD-YAP block	FBW7 activator
Cc1ccc(-n2cc(-c3ccccc3)c3c(NCc4cccc(Cl)c4)ncnc32)cc1	-6	-1.0	-5	0.0
C/C(=N\NC(=O)c1ccc(CN2CCOCC2)cc1)c1ccc(C(C)(C)C)cc1	-9	-1.0	-8	0.8
CCOC(=O)Nc1nc2ccc(OCC)cc2s1	8	-0.6	1	-0.1
COCCNC(=S)N/N=C/c1ccc(-c2ccc(F)cc2)o1	-2	1.0	-1	-0.1
CCOC(=O)N1CCN(C(=O)c2ccc(C)c(S(=O)(=O)Nc3ccccc3)c2)CC1	-6	-0.8	-5	-0.3
COC(=O)c1ccc(COC(=O)c2ccc(SC)c([N+](=O)[O-])c2)o1	-5	-0.7	-2	0.0
CC(=O)CC(=O)Nc1c(C)cccc1C	2	-0.1	-1	-0.1
Cc1ccc(NS(=O)(=O)c2ccc(CCC(=O)O)cc2)cc1	-2	-1.8	-4	-0.1
Cc1c(CN2CCOc3ccc(C(O)CC(C)C)cc3C2)c(=O)n(-c2ccccc2)n1C (configuration not stated)	-4	-0.9	-3	-0.1
Cc1ccc(NC(=O)C(=O)NCc2ccc3c(c2)OCO3)cc1	-1	1.4	1	0.1
C=CCn1c(=O)n(CC=C)c2cc([N+](=O)[O-])ccc21	-5	0.1	-10	-0.4
O=C(C(Cc1ccccc1)N1Cc2ccccc2C1=O)N1CCOCC1 (configuration not stated)	10	-0.2	3	0.8
O=C(CSc1nc(Nc2ccc(F)cc2)c2ccccc2n1)N1CCN(c2ccccc2)CC1	-3	-1.5	19	-0.1
O=C(Nc1c2c(nn1-c1ccc(Cl)cc1)CS(=O)(=O)C2)c1ccc([N+](=O)[O-])cc1	-10	-0.4	21	0.0
Cc1csc(SCC(=O)NCC2Cc3cccc(-c4cncnc4)c3O2)n1 (configuration not stated)	13	0.9	6	0.3

# (list continues)
Structure	MITF primary	GPR151 ag	TEAD-YAP block	FBW7 activator
O=C(Nc1ccccc1)c1ccc(NC2=C(Cl)C(=O)N(CCc3ccccc3)C2=O)cc1	1	-0.9	1	0.2
Cc1ccc(N2C(=O)NC3CC2(C)Oc2ccc(Cl)cc23)cc1 (configuration not stated)	29	-1.3	0	0.5
COc1cc(C=O)cc(Br)c1OC(=O)c1ccccc1F	15	-1.9	1	0.1
O=C(Nc1ccc(I)cc1)c1cccc(Br)c1	0	0.4	-55	0.3
CC(C)C(C(=O)NC1CCCC1)N(C(=O)CCC(=O)Nc1nccs1)C1CCCCC1 (configuration not stated)	3	-0.3	-1	-0.1
CC(=O)n1c(/C=C2\C=c3ccc(C)cc3=NC2=O)c(O)[nH]c1=S	4	-0.4	-12	0.1
CC(NC(=O)COC(=O)c1cccc(C(F)(F)F)c1)c1ccccc1 (configuration not stated)	-1	2.1	5	0.2
CCN(C(=O)c1ccc(OC)c(OC)c1)c1ccccc1	5	-1.0	-9	-0.1
Cc1cc(NCCCN(C)C)n2nc(-c3cccs3)cc2n1	-16	0.9	-1	-0.1
COc1ccc2c(c1)CCCC21NC(=O)N(Cc2cc(=O)n3cc(C)ccc3n2)C1=O (configuration not stated)	4	-0.8	1	-0.2
O=C(CN1Cc2ccccc2OC(c2ccccc2F)C1)NC1CCOCC1 (configuration not stated)	8	0.0	-5	-0.1
c1ccc(Oc2cccc(OCCCCN3CCNCC3)c2)cc1	77*	-0.9	-16	-0.3
CC1=C(C(=O)Nc2ccc(Br)cc2)C(c2ccc(O)cc2)NC(=O)N1 (configuration not stated)	24	-1.6	-5	2.8*
COc1cc(NS(=O)(=O)c2ccc(NC(=S)Nc3ccccc3)cc2)nc(OC)n1	1	0.3	0	0.0
CCN(CC)CCOC(=O)c1ccc(NC(=O)/C=C/c2ccc(OC)c(OC)c2)cc1	10	-0.2	-7	0.3

# The listing continues.
Structure	MITF primary	GPR151 ag	TEAD-YAP block	FBW7 activator
C[C@H](O)[C@H]1NC(=O)[C@H]2CN(C(=O)c3cc(F)c(F)cc3F)CCN2C1=O	0	-2.1	-6	-0.2
CN(C(=O)COc1ncnc2ccccc12)c1c(N)n(Cc2ccccc2)c(=O)[nH]c1=O	-1	-1.3	0	-0.1
Cc1cccc(-n2c(CNC(=O)c3ccc(S(=O)(=O)N(C)C)cc3)nnc2SCC(=O)Nc2nc3ccccc3s2)c1	-2	-1.2	-1	-0.1
C=C(C)c1cccc(C(C)(C)NC(=O)Nc2ccc(N3CCOCC3)cc2)c1	-1	0.5	-3	-0.1
COc1ccccc1-n1c(O)c(/C=C2\C=Nc3ccccc32)c(=O)[nH]c1=S	8	0.7	4	-0.2
COc1ccc(-c2nc3ccc(Cl)cc3c(=O)o2)cc1OC	6	-0.8	8	0.0
COc1ccc(Cl)cc1-c1ccc(/C=C/c2cc(C(F)(F)F)[nH]c(=O)n2)o1	9	1.6	13	-0.1
CC1=NN(c2ccc(Cl)c(Cl)c2)C(=O)/C1=C/c1ccc(C)c([N+](=O)[O-])c1	-4	0.1	7	-0.3
Cc1cc(C)cc(NC(=O)N[C@H]2C[C@H]3C(=O)N4CCC[C@@H]4C(=O)N3C2)c1	11	-0.9	5	0.1
Cc1ccc(C)c(CSc2nnc3[nH]c(=O)c(C)c(C)n23)c1	13	-0.7	8	0.1
